ERAP1 HTS inh – ERAP1 (human) enzyme inhibition. Q9NZ08. recombinant ERAP1, Leu-AMC fluorescence, 60 min. inhibition, % at 10.7 µM. actives 0.15% (n = 340,000);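 active = mean replicate inhibition of at least 30%, or all replicates individually reaching that 30% level; inactive = mean below 30% and not every replicate reaching it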;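 note: 0% = neutral control wells and 100% = L-leucinethiol positive control wells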
RAD52 inh – blocks human RAD52 DNA annealing; P43351; inhibition, % at 18.7 µM; recombinant RAD52 DNA annealing, FRET fluorescence; actives 0.46% (n = 360,000);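 active = every replicate showing at least 50% inhibition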
CFTR F508del cor – correctors of CFTR F508del function in bronchial epithelial cells | CFBE cells, YFP halide quenching; stimulated with forskolin plus potentiator P3; % fluorescence drop versus neutral controls | activity (quench increase), % at 7.58 µM | actives 0.36% (n = 350,000) | AID 720511;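 active = mean added fluorescence quench of at least 8% versus neutral control, with both replicates also reaching 8%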;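 note: cells transiently co-express mutant CFTR-F508del with the halide-sensitive YFP; corrector assay measuring rescue of mutant channel to the surface after 24 h compound exposure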
XiGFP reactiv – reactivates the inactive X chromosome in mouse fibroblasts; XiGFP mouse fibroblasts, % GFP-positive cells imaging, 3 d; cells co-treated with 5-aza-dC sensitizer; scaled so ellipticine positive control = 100%; activation, % at 7.58 µM; actives 0.055% (n = 360,000); AID 743238;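 active = mean normalized replicate activation at least 10% and every replicate at or above 10%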;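 note: 0% = median of on-plate neutral control wells and 100% = ellipticine 6 µM median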
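Material: XiGFP fibroblasts, SV40-immortalized; Buffer or medium: DMEM containing 5-aza-dC; Compound dosing: single point; Times: 3 days compound exposure.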
GSIS activator – GLuc luminescence reporter in INS-1E cells, primary screen for activators of glucose-dependent secretion of insulin. AID 743287. activation, % at 16.6 µM. INS-1E GLuc reporter insulin secretion, 2-3 h. actives 0.61% (n = 370,000);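 active = lowest replicate activation of at least 40%, so every replicate reaches that level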;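 note: 0% = median of neutral control wells and 100% = median of IBMX positive control wells; some compounds called inactive have numbers as strong as hits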
esBAF inh – inhibitors of esBAF chromatin remodeling in mouse ES cells | Bmi1-luciferase knock-in reporter, 24 h; 100% = twice the neutral-well signal | actives 2% (n = 350,000) | reporter increase, % at 12.5 µM | AID 602393; in the data active = activation above about 40%;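 note: 0% = median of the plate's neutral control wells and 100% = double that signal; a rise in the Bmi1 reporter signal indicates esBAF inhibition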
RAD54 branch – blocks human RAD54 Holliday junction branch migration; Q92698; FAM/BHQ fluorescence; inhibition, % at 10.4 µM; AID 602329; actives 0.14% (n = 360,000);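 active = mean normalized replicate activity at least 40 and at least half of replicates scoring 40 or more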;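 note: 0% = median of neutral control wells and 100% = median of positive control wells; inhibitors cause a drop in the FAM fluorescence signal; in these data hits start at about 50%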
Target sequence (Q92698 whole entry, looked up): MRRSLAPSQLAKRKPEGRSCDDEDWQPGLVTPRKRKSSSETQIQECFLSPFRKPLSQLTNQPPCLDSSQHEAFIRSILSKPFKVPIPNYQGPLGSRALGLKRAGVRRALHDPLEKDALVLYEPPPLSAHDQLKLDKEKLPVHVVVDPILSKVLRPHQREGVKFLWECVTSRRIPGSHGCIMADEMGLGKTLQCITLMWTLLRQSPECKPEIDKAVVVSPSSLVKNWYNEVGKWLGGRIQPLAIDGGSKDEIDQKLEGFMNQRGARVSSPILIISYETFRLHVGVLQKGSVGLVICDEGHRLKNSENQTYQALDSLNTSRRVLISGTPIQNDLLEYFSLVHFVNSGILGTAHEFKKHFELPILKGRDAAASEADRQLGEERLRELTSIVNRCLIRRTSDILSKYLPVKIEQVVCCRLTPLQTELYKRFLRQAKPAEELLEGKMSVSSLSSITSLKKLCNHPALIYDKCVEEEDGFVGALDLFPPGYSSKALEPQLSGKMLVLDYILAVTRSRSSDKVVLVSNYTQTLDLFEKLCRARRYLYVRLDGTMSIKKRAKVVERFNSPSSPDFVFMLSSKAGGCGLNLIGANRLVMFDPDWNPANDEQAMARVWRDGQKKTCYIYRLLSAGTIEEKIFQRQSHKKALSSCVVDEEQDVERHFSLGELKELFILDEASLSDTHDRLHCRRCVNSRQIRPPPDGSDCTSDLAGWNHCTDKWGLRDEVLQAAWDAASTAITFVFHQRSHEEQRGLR
ARNT-TACC3 inh – ARNT/TACC3 interaction disruption. AID 623870. AlphaScreen His-ARNT PAS-B/GST-TACC3 binding, luminescence; TACC3 fragment carries E629A point mutation. inhibition, % at 9.99 µM. actives 0.66% (n = 390,000). Q9Y6A5;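 active = mean inhibition of replicates at least 50% and at least half of replicates each reaching 50%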;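 note: 0% = complete ARNT plus TACC3 wells and 100% = ARNT alone without TACC3; many hits fall short of the cut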
* = called active by the depositor; . = no result given; & = joins results of further samples.

SMILES,XiGFP reactiv,RAD52 inh,ERAP1 HTS inh,CFTR F508del cor,RAD54 branch,ARNT-TACC3 inh,GSIS activator,esBAF inh
Cc1cc(-c2ccccc2)nc(N/N=C/c2ccc([N+](=O)[O-])cc2)n1,0.1,-16,2,-1.8,-5,2,5,.
Oc1ccc(NC(=S)N=Nc2c(O)[nH]c3ccccc23)cc1,0.0,1,16,-1.9,9,67*,-7,65*
CC1=Nc2cc(C(=O)O)ccc2Sc2ccc(C)cc21,0.2,-16,-5,-1.9,3,.,.,8
CCCC/C(O)=C1\C(=O)CCCC1=NCCc1c(C)[nH]c2ccccc12,-0.1,-9,-1,0.2,.,34,-38,.
C=CCNC(=O)c1cc(Cl)ccn1,0.2,-2,-6,0.1,.,.,-14,.
C[C@H]1CCCCO[C@@H](CN(C)C(=O)Nc2ccccc2)[C@@H](C)CN([C@@H](C)CO)C(=O)c2cc(NC(=O)Nc3ccc(F)cc3)ccc2O1,0.2,-2,-3,-0.2,-3,-2,11,3
COc1ccccc1OCC(=O)N/N=C/c1c(O)ccc2ccccc12,0.8,-278,-4,-1.4,-6,-12,10,-71
C/C(N)=C(/C#N)C(=O)CSc1nnc(-c2ccccc2Br)o1,.,.,.,.,3,-3,6,-6
CC(=O)c1ccc(OCc2c(-c3ccccc3)nnn2CC(=O)NS(=O)(=O)c2ccc(C)cc2)cc1,0.2,-12,-4,1.0,0,.,4,-3
CCc1cc2c(=O)c(-c3nc4ccccc4[nH]3)coc2c(CN2CCCCC2)c1O,.,-5,.,0.9,.,-1,-20,.
O=C(O)c1cc(-c2ccc(/C=N/N3C(=O)C4C5C=CC(C6CC56)C4C3=O)o2)ccc1Cl (stereo unspecified),0.0,-6,-10,.,.,-1,24,.
O=S(=O)(Nc1ccc2c(c1)OCO2)c1ccc(Cl)cc1F,0.3,-14,1,-0.9,16,.,14,2
Cc1ccc(/C=C/C(=O)NC(=S)Nc2ccc(S(=O)(=O)Nc3cc(C)on3)cc2)cc1,-0.1,-2,-1,-0.9,6,.,-22,3
CO[C@@H]1CN(C)C(=O)c2cc(NC(C)=O)ccc2OC[C@H](C)N(Cc2cc(F)ccc2F)C[C@@H]1C,0.6,12,1,3.8,-10,-13,-14,3
Cc1ccc(NC(=O)Cc2c(O)c3ccccc3[nH]c2=O)c(C)c1,-0.1,-20,3,-4.0,-1,-1,-5,-6
COc1ccc(-c2nn(-c3ccccc3)cc2N)cc1,0.0,-6,-1,-3.2,.,0,0,.
Cc1ccc[n+](CC(=O)/C=C2\N(C)c3ccccc3C2(C)C)c1,0.0,.,.,.,-1,1,-22,.
CCCCC(=O)NC(=S)NNC(=O)c1ccc(OC)cc1,0.1,-6,0,0.4,.,54*,-16,.
O=C(O)CNS(=O)(=O)c1ccc(C2CCCCC2)cc1,0.1,-4,-2,0.1,.,3,13,.
CC(C)CC#Cc1cnc2c(c1)C(=O)N([C@@H](C)CO)C[C@@H](C)[C@H](CN(C)C(=O)Cc1ccncc1)O2,-0.1,-2,2,.,-13,6,-3,6
COc1cccc(-c2cn(CC[C@@H]3CC[C@@H](NC(=O)CC4CC4)[C@H](CO)O3)nn2)c1,1.5,-1,1,0.6,-15,-4,-3,16
CC(=O)N1c2ccccc2C2CCCC[C@@H]21 (stereo partly specified),0.0,-3,3,-0.8,-2,-3,-6,-7
COc1ccc(NC(=O)c2cccc3c(-c4ccc(OC)cc4C)coc23)cc1,0.0,-15,6,-6.0,-7,.,8,16
Cc1cc(Br)cn2c(Cc3ccccc3)c(-c3ccc(F)cc3)nc12,-0.1,-35,-3,-0.2,-7,.,-13,-10
Cc1nc(NC(=O)c2ccccc2)sc1Cc1ccc2c(c1)OCO2,0.4,-11,4,.,3,.,-7,53*
Cc1cccc(-c2ccc(C3[C@H]4CNC[C@@H]3N4S(=O)(=O)c3ccccc3C)cc2)c1 (stereo partly specified),0.2&0.5,-102&-156,-4&-4,-0.3&-0.5,.,.,-10&13,.
COc1ccc(S(=O)(=O)N(C)C[C@@H]2OCCCC[C@@H](C)Oc3ccc(NS(=O)(=O)c4cccs4)cc3C(=O)N([C@H](C)CO)C[C@@H]2C)cc1,0.0&0.2,-183&-24,0,1.4&1.6,1&1,-6,9&10,9&1
C[C@@H]1CN([C@@H](C)CO)C(=O)c2cccc(NC(=O)Nc3ccccc3)c2O[C@H]1CN(C)CC1CCCCC1,-0.1,25,1,0.6,1,-7,-13,3
C[C@@H]1CN([C@@H](C)CO)C(=O)c2cc(NC(=O)Nc3ccc(F)cc3)ccc2O[C@H]1CN(C)C(=O)Nc1ccc2c(c1)OCO2,-0.5,-2,0,0.8,.,.,2,25
N#Cc1ccc(C23CC4(C2)[C@H](CN(Cc2ccc(C(F)(F)F)cc2)[C@@H]4c2ccccc2)C3c2ccc(Cl)nc2)cc1 (stereo partly specified),0.1,-37,4,1.0,.,.,0,.
COc1ccc([C@H]2CC(=O)C=C(c3ccc(O)cc3)C2)cc1OC,0.0,-2,2,0.7,3,5,.,11
O=C(NC1CCCCCC1)C(Cc1ccccc1)n1cccc1 (stereo unspecified),0.0,-8,-1,1.1,-4,6,-18,.
COc1ccc(C#Cc2ccc([C@H]3[C@@H](CO)N4C(=O)CN(C(=O)c5ccncc5)C[C@H]34)cc2)cc1,0.1,-8,1,2.5,.,.,11,.
CCOC(=O)N1CCN(C(=O)CCCCn2c(=S)[nH]c3ccsc3c2=O)CC1,0.4,-1,7,.,.,-18,-16,.
CC(C)Cn1c(=O)[nH]c(=O)c2c(C(F)(F)F)cc(-c3ccccc3)nc21,-0.2,-3,.,-14,-2,-8,21,-10
COc1ccc(C)cc1NC(=O)CN1CCCC1c1ccc2c(c1)OCCCO2 (stereo unspecified),0.1,-3,1,-1.7,6,5,-3,3
COC(=O)C1=C(C)N(Cc2ccccc2)C(=O)N[C@H]1c1ccco1,0.0,-15,0,3.5,1,-4,-9,-10
Cc1ccc(OCCN2CCOCC2)cc1C,0.0,-7,1,-0.3,0,32,2,22
CC(=O)Nc1cc2ccc(OC(C)=O)cc2oc1=O,0.3,-9,-6,1.4,-1,0,1,9
CN(C)c1ccc(C(CNC(=O)c2ccccc2Br)c2c[nH]c3ccccc23)cc1 (stereo unspecified),0.0,-23,4,-3.0,.,7,3,-4

Structures from the list above that contain a cyano group (2):
SMILES,XiGFP reactiv,RAD52 inh,ERAP1 HTS inh,CFTR F508del cor,RAD54 branch,ARNT-TACC3 inh,GSIS activator,esBAF inh
C/C(N)=C(/C#N)C(=O)CSc1nnc(-c2ccccc2Br)o1,.,.,.,.,3,-3,6,-6
N#Cc1ccc(C23CC4(C2)[C@H](CN(Cc2ccc(C(F)(F)F)cc2)[C@@H]4c2ccccc2)C3c2ccc(Cl)nc2)cc1 (stereo partly specified),0.1,-37,4,1.0,.,.,0,.

Other entries
SMILES,XiGFP reactiv,RAD52 inh,ERAP1 HTS inh,CFTR F508del cor,RAD54 branch,ARNT-TACC3 inh,GSIS activator,esBAF inh
CCOC(=O)CN1C(=O)C(=O)N(Cc2cccc(C)c2)C1=O,0.0,-3,-3,1.6,5,-5,6,0
CCN(c1ccccc1)S(=O)(=O)c1ccc(C(=O)Nc2cc(C)ccn2)cc1,-0.1,8,0,-4.1,5,-26,-26,-4
Cc1ccc2c(c1)[C@@H]1[C@H](CO2)[C@H](c2ccccc2)[C@@]2(C)C(=O)N[C@H](C)C(=O)N12,0.1,6,0,-2.6,-3,-17,-15,-4
Cc1noc(C)c1NC(=O)Nc1ccc2c(c1)CC(=O)N([C@@H](C)CO)C[C@H](C)[C@H](CN(C)S(=O)(=O)c1cn(C)cn1)O2,-0.7,.,.,-5.4,8,-17,14,-1
Cc1ccc(S(=O)(=O)Nc2ccc3c(c2)C(=O)N([C@H](C)CO)C[C@@H](C)[C@@H](CN(C)C(=O)CCC(F)(F)F)OCCCC[C@H](C)O3)cc1,0.1,20,-1,0.1,-5,-2,-14,3
CN(C)/C=N/c1nc2nccc(-c3cccc(Cl)c3)n2n1,0.0,-17,-2,-3.3,.,4,40,.
C[C@H]1CN([C@@H](C)CO)C(=O)c2cc(NC(=O)CCCN(C)C)ccc2O[C@@H]1CN(C)Cc1ccncc1,0.6,-33,5,-1.2,1,-10,12,-4
O=C(N[C@@H]1CC[C@@H](CCNC(=O)C2CCOCC2)O[C@@H]1CO)c1ccncc1,-0.5&0.1,5&-14,1,2.0&3.5,-1,-2,3&12,-8
COCC(=O)Nc1ccc2c(c1)OC[C@H](C)N(Cc1cccnc1)C[C@@H](C)[C@@H](OC)CN(C)C2=O,0.1,0,-2,-0.8,-5,-3,9,-4
CC(C)CC#Cc1ccc2c(c1)O[C@@H](CN(C)C(=O)c1cnccn1)[C@H](C)CN([C@H](C)CO)S2(=O)=O,-2.0,.,.,1.2,.,.,-13,1
O=C(CSc1nncs1)Nc1cc(S(=O)(=O)N2CCOCC2)ccc1N1CCCC1,0.1,-2,1,-1.9,.,-5,-3,3
O=C(Nc1cccc(F)c1)N1C[C@@H]2N[C@H](C1)C2c1ccc(-c2ccncc2)cc1 (stereo partly specified),0.0&0.0,6&-10,0&0,-0.2&-1.7,.,.,-19&2,.
O=C(c1cccc(F)c1)N1CCCCN2[C@H](CO)[C@@H](c3ccc(-c4cncnc4)cc3)[C@@H]2C1,0.0,7,3,4.3,6,19,1,-5
O=C1O[C@H](c2ccccc2)[C@H](c2ccccc2)N2[C@H]1[C@@H](C(=O)O)[C@]1(C(=O)Nc3ccc(C#CCCO)cc31)[C@H]2c1ccc(O)cc1,.,-25,3,1.6,2,-14,.,.
COc1ccc(Cn2ccnc2)cc1[N+](=O)[O-],0.1,-1,3,.,.,-2,18,.
CN1CCN(S(=O)(=O)c2ccccc2)C(c2ccccc2)C1 (stereo unspecified),-0.5,-7,-1,-0.9,-5,-3,24,1
COc1cc2c(C(F)(F)F)c(-c3ccc(C#N)cc3)oc(=O)c2cc1OC,-0.1,-35,.,-0.2,-5,-2,10,-2
CCCNC(=O)N[C@@H]1C=C[C@@H](CC(=O)N2CCN(C)CC2)O[C@@H]1CO,0.5,-5,2,-2.1,2,2,8,3
C[C@H](CO)N1C[C@H](C)[C@@H](CN(C)Cc2ccc(C(F)(F)F)cc2)OCCCC[C@H](C)Oc2ccc(NS(=O)(=O)c3cn(C)cn3)cc2C1=O,0.3,2,2,0.4,1,2,-6,1
CCOc1cc(C(=O)Nn2cnnc2)cc(OCC)c1OCC,0.0,-7,-1,-0.2,-7,-1,18,.
CCC(=O)NC1(Cc2ccc(O)cc2)CCCCC1,0.1,-5,0,-1.4,.,-25,1,.
Cn1c(-c2ccccc2)c(/C=N/NC(=O)c2ccc(O)cc2)c2ccccc21,.,-43,.,1.7,-3,0,-33,63*
CC(=O)Nc1cccc(-c2cc(NC(C)=O)c3ncc(-c4cccc(C(C)=O)c4)n3c2)c1,0.8,-29,6,-4.9,12,.,.,11
Cc1cc(S(=O)(=O)N2CCOCC2)ccc1OCC(=O)Nc1ccccc1C(F)(F)F,0.1,-5,1,0.3,12,-2,4,-5
COc1ccc(CN(C)C(=O)Cn2ccc(N)nc2=O)cc1OC,0.1,.,.,-0.5,7,-2,52,11
Cc1c(C(=O)N2CCc3ccccc32)oc2c1C(=O)CC(C)(C)C2,.,.,.,.,-6,-3,4,53*
O=C(CN1C(=O)CCC1=O)Nc1nc(-c2ccc(Oc3ccccc3)cc2)cs1,0.1,-5,2,.,.,-1,.,.
O=C(OCC(O)CO)c1ccccc1Nc1ccnc2cc(Cl)ccc12 (stereo unspecified),-0.1,32,-1,-13,15,-7,.,-2

Screening data: PubChem, Broad Institute
